eLon inh = inhibits E. coli Lon protease | P0A9M0 | purified E. coli Lon protease, fluorescence polarization | inhibition, % at 7.94 µM | actives 0.42% (n = 360,000) | AID 602123; in the data active = inhibition above about 13%, passing the limit was not always enough;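 note: 0% = enzyme with probe and DMSO and 100% = no enzyme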
NRP1-CendR mod = alters CendR peptide binding to human NRP-1; O14786; FAM-RPARPAR peptide binding to NRP-1, fluorescence polarization; inhibition, % at 25 µM; actives 0.85% (n = 360,000);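 active = inhibition or corrected inhibition above about 18%, plus a signal ratio from 0.5 to 1.5, limit read from the data, passing the limit was not always enough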; note: strong numbers were not always called active
MsrA inh = bovine MsrA inhibition | actives 0.75% (n = 360,000) | purified bovine MsrA, absorbance read-out | inhibition, % at 15.5 µM; in the data active = inhibition above about 4.5%;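 note: 0% = vehicle wells with enzyme and 100% = reference inhibitor wells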
MT1-MMP act inh = inhibitors of human MT1-MMP activation | P50281 | HT1080 RFP-PRO-GFP cells, GFP/RFP ratio fluorescence, overnight; percent of plate control window, DMSO zero | GFP/RFP ratio change, % at 20 µM | actives 0.061% (n = 360,000) | AID 651647;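 active = GFP/RFP ratio change of at least 30% with cell ATP level not reduced by more than half and red fluorescence within 50% of control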; note: strong numbers were not always called active
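Read-out: GFP/RFP fluorescence ratio; Test system: RFP-PRO-GFP reporter HT1080 cells; Compound dosing: single-point 20 µM compound, 1% DMSO; Times: overnight compound exposure at 37 °C.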
Rin1-Abl PPI inh = human Rin1-Abl interaction inhibition | P00519+Q13671 | TR-FRET Rin1/Abl binding, biochemical | inhibition, % at 7.35 µM | actives 0.4% (n = 360,000) | AID 588664; in the data active = inhibition above about 5%, passing the limit was not always enough
Target sequence (P00519 whole entry, looked up): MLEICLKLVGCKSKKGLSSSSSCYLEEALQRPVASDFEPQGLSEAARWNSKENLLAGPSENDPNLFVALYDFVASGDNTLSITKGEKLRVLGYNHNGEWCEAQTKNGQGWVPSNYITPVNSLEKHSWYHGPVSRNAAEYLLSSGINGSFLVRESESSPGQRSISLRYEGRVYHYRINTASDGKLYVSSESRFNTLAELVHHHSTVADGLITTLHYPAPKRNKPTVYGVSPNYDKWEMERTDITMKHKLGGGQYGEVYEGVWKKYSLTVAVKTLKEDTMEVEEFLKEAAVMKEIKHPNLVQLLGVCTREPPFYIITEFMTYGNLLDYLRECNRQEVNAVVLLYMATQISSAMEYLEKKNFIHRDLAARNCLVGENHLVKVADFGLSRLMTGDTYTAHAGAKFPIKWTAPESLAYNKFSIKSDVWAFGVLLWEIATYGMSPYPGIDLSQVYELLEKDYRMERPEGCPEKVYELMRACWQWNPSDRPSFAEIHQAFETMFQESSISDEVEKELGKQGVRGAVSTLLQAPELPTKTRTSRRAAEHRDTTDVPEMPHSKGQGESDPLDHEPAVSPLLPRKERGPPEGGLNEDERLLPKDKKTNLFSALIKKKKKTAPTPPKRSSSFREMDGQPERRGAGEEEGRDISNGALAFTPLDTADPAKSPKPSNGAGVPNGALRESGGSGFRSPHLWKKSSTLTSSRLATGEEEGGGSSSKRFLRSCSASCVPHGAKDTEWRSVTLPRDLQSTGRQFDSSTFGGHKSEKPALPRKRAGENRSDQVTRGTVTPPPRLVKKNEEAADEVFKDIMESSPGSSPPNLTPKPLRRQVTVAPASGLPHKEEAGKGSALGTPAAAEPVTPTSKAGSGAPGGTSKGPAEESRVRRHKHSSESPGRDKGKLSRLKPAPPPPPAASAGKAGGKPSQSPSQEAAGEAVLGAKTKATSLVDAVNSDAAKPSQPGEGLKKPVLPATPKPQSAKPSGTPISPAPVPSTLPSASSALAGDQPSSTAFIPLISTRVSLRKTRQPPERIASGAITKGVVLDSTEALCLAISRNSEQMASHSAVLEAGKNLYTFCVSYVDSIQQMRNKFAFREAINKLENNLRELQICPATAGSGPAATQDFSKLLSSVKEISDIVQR
Target sequence (Q13671 whole entry, looked up): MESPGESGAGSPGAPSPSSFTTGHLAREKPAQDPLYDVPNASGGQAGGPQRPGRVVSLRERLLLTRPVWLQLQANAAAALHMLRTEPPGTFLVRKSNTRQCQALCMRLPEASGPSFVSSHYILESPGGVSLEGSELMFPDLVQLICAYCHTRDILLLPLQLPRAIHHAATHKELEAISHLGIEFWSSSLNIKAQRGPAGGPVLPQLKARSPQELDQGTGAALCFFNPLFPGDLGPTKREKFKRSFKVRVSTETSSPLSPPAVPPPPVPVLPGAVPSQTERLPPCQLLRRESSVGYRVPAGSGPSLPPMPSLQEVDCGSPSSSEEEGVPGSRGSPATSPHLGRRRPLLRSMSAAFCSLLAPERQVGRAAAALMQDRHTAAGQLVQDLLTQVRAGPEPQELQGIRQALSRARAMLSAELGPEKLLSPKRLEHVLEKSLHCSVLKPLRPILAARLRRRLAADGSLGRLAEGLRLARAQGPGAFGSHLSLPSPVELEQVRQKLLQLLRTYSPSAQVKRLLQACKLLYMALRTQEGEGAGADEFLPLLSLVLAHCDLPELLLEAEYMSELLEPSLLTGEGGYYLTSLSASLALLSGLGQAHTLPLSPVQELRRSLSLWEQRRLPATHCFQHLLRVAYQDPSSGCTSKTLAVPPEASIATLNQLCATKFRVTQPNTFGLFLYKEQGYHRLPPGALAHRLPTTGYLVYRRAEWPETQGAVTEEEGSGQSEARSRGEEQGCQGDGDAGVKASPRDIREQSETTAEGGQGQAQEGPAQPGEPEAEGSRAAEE
MsrA act = activates bovine MsrA enzyme. actives 0.3% (n = 360,000). activation, % at 10.6 µM. purified bovine MsrA, absorbance read-out; in the data active = activation above about 7.5%;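 note: 0% = vehicle and 100% = reference activator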
FAS-TE inh = inhibitors of human fatty acid synthase thioesterase domain; P49327; recombinant FAS-TE, OMFH fluorogenic substrate, fluorescence endpoint; inhibition, % at 15 µM; actives 0.67% (n = 360,000); AID 602261;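 active = compounds whose normalised, plate-corrected inhibition of enzyme fluorescence in the single-dose primary screen is 50% or more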;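 note: 0% = DMSO with enzyme and 100% = substrate without enzyme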
SKN-1 block = C. elegans SKN-1 inhibition | actives 0.49% (n = 360,000) | C. elegans VP596 Pgst-4::GFP/RFP ratio, acrylamide-induced, 24 h | inhibition, % at 21.8 µM;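 active = interference check ratio from 0.5 to 1.5 plus GFP to RFP signal ratio inhibition reaching or exceeding a fixed threshold, cut at about 30% in these data, passing the limit was not always enough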; note: some compounds called inactive have numbers as strong as hits
Neddyl block = cullin neddylation inhibition; AID 651699; P61081+Q13564; actives 0.58% (n = 360,000); calls only at 25 µM; TR-FRET cullin neddylation, biochemical; in the data active = inhibition above about 36%
* hit, by the source's call; i = inactive; nt = no result given. Not a hit list (roughly 4.2% active in at least one column).

SMILES	eLon inh	NRP1-CendR mod	MsrA inh	MT1-MMP act inh	Rin1-Abl PPI inh	MsrA act	FAS-TE inh	SKN-1 block	Neddyl block
O=C(Nn1cnnc1)C(Sc1ccccc1)c1ccccc1 (centres undefined)	-10	2	-1.0	3	-3	-1	-5	1	i
COc1ccc(C(=O)NC(C)c2nccs2)cc1OC1CCN(C(C)C)CC1 (centres undefined)	-2	19	-0.5	2	0	-2	-4	-5	i
C[C@H]1CN=C(N(C)C)N1CC1CCCC1	-7	18	-0.3	1	3	-3	-18	1	i
CN1CCN(C(=S)C(=O)Nc2ccc(Br)cc2)CC1	3	-9	-0.3	-5	2	-4	-3	-1	i
O=[N+]([O-])c1ccccc1C=CC=NN=Cc1ccccc1O	-7	-16	0.6	0	3	-1	5	-6	i
CC(C)(C)OC(=O)CC[C@@H](C(=O)N1CCN(C(=O)OC(C)(C)C)CC1)n1cc(C(CO)NC(=O)OC(C)(C)C)nn1 (some centres undefined)	2	4	-0.8	8	0	-1	5	5	i
O=C(c1ccc(Cl)cc1Cl)C1(n2cncn2)Oc2ccccc2C1O (centres undefined)	-7	-2	0.3	-4	0	-4	6	10	i
CCCCCCSc1nsc(NC(C)=O)n1	-5	11	-0.4	0	1	-4	4	14	i
CC(=O)Nc1cccc(-c2nc3ccccc3s2)c1C	1	2	-0.7	-2	4	-3	-6	3	i
O=C(COC(=O)c1ccccc1F)NC(=O)NC1CCCC1	-3	-8	0.4	3	-1	-1	-6	13	i
CCOC(=O)c1nn(-c2ccccc2C)c(=O)c2c(N)scc12	3	-4	2.2	4	-7	-1	2	5	i
CC(C)NC(=O)c1ccc(CSCc2ccccc2Cl)o1	-1	-3	-0.4	-3	-1	-5	2	12	i
CCn1c(CSc2nc3ccccc3s2)nc2ccccc21	0	13	0.6	3	3	-5	8	8	i
O=C(Cc1cccc(NC(=O)C2CCN(C(=O)CCc3ccccc3)CC2)c1)Nc1cccc(C(=O)N2CCCCC2)c1	-9	-12	-0.4	2	1	-8	5	3	i
N#CSCC(=O)c1cccc2ccccc12	7	-7	0.7	5	-1	-4	11	13	i
COc1cc(NC(=O)COC(=O)CC(C)(C)C)c(C)cc1[N+](=O)[O-]	-12	1	0.7	4	-3	-4	10	4	i
CNC(=O)c1[nH]cnc1C(=O)Nc1ccc(Cl)cc1	-6	15	0.3	5	1	-1	0	10	i
COc1ccc(NS(=O)(=O)Cc2ccccc2)cc1OC	-6	-4	-0.5	4	3	0	-3	0	i
O=C(CCc1nc(-c2ccccc2F)no1)NC1CCCCC1	-16	2	-0.1	0	-2	1	0	15	i
CC(C)OCCCNC(=O)C1CCC(CNS(=O)(=O)c2ccccc2)CC1 (centres undefined)	6	3	-0.3	-1	-1	-3	-13	9	i

Only Rin1-Abl PPI inh, MsrA inh and eLon inh, for some of the entries so far:
| Structure | Rin1-Abl PPI inh | MsrA inh | eLon inh |
| --- | --- | --- | --- |
| CNC(=O)c1[nH]cnc1C(=O)Nc1ccc(Cl)cc1 | 1 | 0.3 | -6 |
| COc1ccc(NS(=O)(=O)Cc2ccccc2)cc1OC | 3 | -0.5 | -6 |
| O=C(CCc1nc(-c2ccccc2F)no1)NC1CCCCC1 | -2 | -0.1 | -16 |
| CC(C)OCCCNC(=O)C1CCC(CNS(=O)(=O)c2ccccc2)CC1 (centres undefined) | -1 | -0.3 | 6 |

New compounds follow.
SMILES	eLon inh	NRP1-CendR mod	MsrA inh	MT1-MMP act inh	Rin1-Abl PPI inh	MsrA act	FAS-TE inh	SKN-1 block	Neddyl block
Cc1ccccc1NC(=O)CSCC(=O)Nc1ccccc1C	-11	-1	0.9	6	-9	-1	-5	1	i
O=S(=O)(N/N=C\c1ccc2c(c1)OCO2)c1ccccc1	-3	-15	-0.2	-3	-2	-4	-2	4	i
O=C(COC(=O)CCC(=O)c1ccc(Cl)cc1)NCc1ccc(F)cc1	-9	4	-0.6	2	1	-1	2	-3	i
N#Cc1c(NC(=O)CCC(=O)O)sc2c1CCCCC2	13	-4	0.2	-16	-1	1	-4	23	i
O=C(Nc1nccs1)C1CC=CCC1C(=O)OCC(F)(F)C(F)F (centres undefined)	-7	6	-0.8	3	2	-3	-10	0	i
O=C(N/N=C/c1ccco1)c1cc(-c2ccncc2)nc2ccccc12	2	-2	2.2	-7	0	-3	0	8	i
CCCCSc1nc2sc3c(c2c(=O)n1-c1ccccc1)CCN(C)C3	-18	-22	5.4*	-4	-1	-4	-12	-1	i
O=c1cc(CN2CCN(c3ccccn3)CC2)nc2sccn12	-4	-1	0.2	-4	2	-2	-5	11	i
COCCN(CC(=O)Nc1cccc(C)c1C)C(=O)Cn1c(=O)cnc2ccccc21	-14	-8	-0.3	-2	4	-3	-1	-7	i
CCc1nc2ccc(C(=O)NCCCN3CCCC3=O)cn2c1N(C)C(=O)c1cccc(OC)c1	-7	5	1.3	1	6	-3	-8	17	i
Cc1cc(C(=O)CSc2nc(N)cc(=O)[nH]2)c(C)n1-c1cccc(F)c1	-1	0	-1.0	12	-3	-7	-8	9	i
Cc1ccc(C23CC4CC(CC(C(=O)NC(C(=O)O)C(C)C)(C4)C2)C3)cc1 (centres undefined)	10	7	-1.6	1	-1	-4	-1	-12	i
COc1ccc(CN(C)CC2CCCN(CCc3ccc(Cl)cc3)C2)cc1OC (centres undefined)	-8	-10	-0.4	9	-3	-1	-2	16	i
CC(=O)OCC(=O)[C@@]1(O)CC[C@H]2[C@@H]3C[C@H](C)C4=CC(=O)C=C[C@]4(C)[C@H]3[C@@H](O)C[C@@]21C	-12	3	1.0	-9	0	1	4	16	i
Cn1nc(C(=O)N2CCN(C(c3ccccc3)c3ccccc3)CC2)c2ccccc2c1=O	7	7	0.7	-7	-2	-2	15	6	i
c1ccc(C[C@H]2CN=C(Nc3ccccc3)N2CC2CCC2)cc1	1	9	0.0	1	3	-2	-36	9	i
Cc1c(N2C(=O)SC(CC(=O)O)C2=O)c(=O)n(-c2ccccc2)n1C (centres undefined)	-7	10	-1.7	-3	1	-6	-6	10	i
CCCNC(=O)CSc1nnc(C)s1	-5	-1	-1.2	2	2	-3	-9	2	i
Cc1cc([N+](=O)[O-])nn1CCCC(=O)N1CCN(c2ccc(F)cc2)CC1	-11	-10	-0.4	-1	-3	-7	13	7	i
Cc1ccc(C(=O)N(C)CCOc2ccccc2)cc1S(=O)(=O)N1CCCCC1	-2	10	0.3	1	-2	0	9	2	i

Structures above printed as active in MsrA inh.
| SMILES | eLon inh | NRP1-CendR mod | MsrA inh | MT1-MMP act inh | Rin1-Abl PPI inh | MsrA act | SKN-1 block | Neddyl block |
| --- | --- | --- | --- | --- | --- | --- | --- | --- |
| CCCCSc1nc2sc3c(c2c(=O)n1-c1ccccc1)CCN(C)C3 | -18 | -22 | 5.4* | -4 | -1 | -4 | -1 | i |

Continuation:
SMILES	eLon inh	NRP1-CendR mod	MsrA inh	MT1-MMP act inh	Rin1-Abl PPI inh	MsrA act	FAS-TE inh	SKN-1 block	Neddyl block
Cc1ccc(OCC(=O)Nc2nc(-c3ccccn3)cs2)c(C)c1	0	-15	-0.4	-5	1	-4	6	7	i
COc1cc(C(=O)NNC(=O)c2ccoc2C)cc(OC)c1OC	4	2	0.0	-6	-3	-14	-9	6	i
CSc1ccc(CN2CCCC(CNC(=O)c3ccc(F)cc3)C2)cc1 (centres undefined)	-11	-3	1.2	-2	-2	-3	-1	-1	i
O=C(CC[C@H]1O[C@@H](n2ccc(=O)[nH]c2=O)[C@H](O)[C@@H]1O)N[C@@H](Cc1ccccc1)C(=O)NCc1ccccc1	-6	4	-0.3	1	0	-2	-12	3	i
COc1ccc(NS(=O)(=O)c2ccc(N/N=C(\C)c3ccncc3)c([N+](=O)[O-])c2)cc1	-7	-10	0.8	-3	-1	-3	47	-2	i
O=C(CSc1nc2nc3c(cc2c(=O)n1-c1ccccc1)CCCC3)Nc1cccc2ccccc12	-7	-10	0.6	5	2	2	63*	4	i
CN1CCn2c1nc(N1CCCCC1)nc2=O	5	-6	-0.8	3	-4	-2	-11	8	i
Cc1nnc(OCC(=O)NCCC2=CCCCC2)c2ccccc12	-6	1	-0.7	2	2	-2	-2	15	i
CCCOc1ccc(C2C(C#N)=C(N)Oc3nc[nH]c(=O)c32)cc1OC (centres undefined)	6	7	1.0	-2	2	2	1	8	i
COc1ccc2c(CC(=O)OCC(=O)N3CCc4ccccc43)coc2c1	1	-7	0.0	4	1	-1	18	1	i
COc1ccc(C(=O)N/N=C\c2ccoc2)cc1	-9	14	1.2	2	-1	-8	-7	15	i
Cc1ccccc1NC(=O)NNC(=O)OC(C)(C)C	-1	3	-0.9	2	1	-5	-9	-5	i
O=C(NCc1ccc(Cl)cc1)c1ccc(CNc2c(N3CCCC3)c(=O)c2=O)cc1	-4	-6	-0.8	2	-1	-3	4	0	i
CC1CCN(CCCCOc2cccc(Br)c2)CC1	-10	-2	-0.3	8	0	-4	-4	13	i
OCCN1CCN(c2ncnc3c2ncn3[C@H]2CN(Cc3ccc(-c4ccccc4)cc3)C[C@@H](CO)O2)CC1	-7	-9	0.5	7	-2	-8	0	-14	i
CC(C)(C)n1nc2c(c1NC(=O)c1ccccc1C(F)(F)F)CS(=O)(=O)C2	-1	-1	-0.3	-7	-2	-3	-6	13	i
COc1cccc(C(C(=O)NC2CCCC2)N(C(=O)c2ccco2)c2ccccc2F)c1OC (centres undefined)	1	-5	-1.0	-5	-1	-4	-2	10	i
COc1ccc(NC(=O)C(c2ccc(C#N)cc2)n2c(=O)c(-c3cc4ccccc4[nH]3)nc3ccccc32)cc1 (centres undefined)	nt	2	1.3	-4	nt	nt	nt	7	nt
CCOc1ccc(C2CC(c3ccc(CC)cc3)Nc3nc(N)nn32)cc1 (centres undefined)	-3	-7	0.8	1	-1	2	2	-1	i
O=[N+]([O-])c1cccc(Nc2c([N+](=O)[O-])ccc3nonc23)c1	-3	0	-0.2	5	2	-6	8	-14	i
CC(=O)c1cccc(NC(=O)Cn2cnc(S(=O)(=O)N3CCCCC3)c2)c1	-5	10	0.0	1	1	-2	-4	28	i
CN1CCN(C(=O)OCCOCCOC(=O)N2CCN(C)CC2)CC1	-3	16	1.0	0	2	1	-6	16	i
Cc1cccc(NC(=O)c2cc([N+](=O)[O-])ccc2N2CCN(C)CC2)c1	-10	3	0.5	0	1	-5	57*	3	i
COc1cccc(N=C2SC(CC(=O)Nc3ccccc3)C(=O)N2Cc2ccccn2)c1 (centres undefined)	0	-20	0.3	1	-1	0	17	5	i
CCOc1ccc(/C=C(\C#N)C(=O)Nc2ccccn2)cc1	-8	-9	1.0	-1	1	-2	-4	13	i
CC(=O)c1ccc(S(=O)(=O)NCC(=O)NC(c2nc3ccccc3[nH]2)C(C)C)cc1 (centres undefined)	-7	1	0.1	-2	1	-2	0	-11	i
Cc1cc(NC(=O)c2cc(S(=O)(=O)N3CCCCC3)ccc2C)n(-c2ccccn2)n1	-11	0	0.1	-3	-2	-4	28	-22	i
O=C(CN(C1CCCCC1)S(=O)(=O)c1ccc(Cl)cc1)NCc1ccncc1	-6	-7	-0.3	-1	-2	-1	-2	7	i
CC1(C)Cc2c(sc(/N=C/N3CCCC3)c2C#N)C(C)(C)N1	3	14	5.1*	-6	1	0	-3	15	i
CCN(CC)C(=O)CN(c1cccc(C(F)(F)F)c1)S(C)(=O)=O	-12	9	1.4	2	-1	-11	-8	-8	i
COCC(=O)Nc1ccc2c(c1)OCC(=O)N2Cc1ccccc1F	-15	1	1.0	-1	2	-2	-4	11	i
COc1ccc(OC(=O)CCc2c[nH]c3ccccc23)cc1	-7	4	-1.6	-1	-3	-10	18	-11	i
Cc1ccc2oc(=O)n(Cc3ccc(OC(C)C)cc3)c2c1	0	4	-0.1	1	1	-2	31	16	i
O=c1[nH]ncn1-c1ccccc1C(F)(F)F	-4	-3	0.4	5	3	-10	-7	-13	i
Cc1ccc(S(=O)(=O)NCCC(=O)Oc2ccc3ccc(=O)oc3c2)cc1	0	0	0.8	1	-1	-4	0	-6	nt
